# Screens (PubChem)
# RAD52 anneal inh – blocks human RAD52 DNA annealing | P43351 | recombinant RAD52 DNA annealing, FRET fluorescence | inhibition, % at 18.7 µM | actives 0.46% (n = 360,000) | AID 651710;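 active = every replicate showing at least 50% inhibition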
# Target sequence (P43351 whole entry, looked up): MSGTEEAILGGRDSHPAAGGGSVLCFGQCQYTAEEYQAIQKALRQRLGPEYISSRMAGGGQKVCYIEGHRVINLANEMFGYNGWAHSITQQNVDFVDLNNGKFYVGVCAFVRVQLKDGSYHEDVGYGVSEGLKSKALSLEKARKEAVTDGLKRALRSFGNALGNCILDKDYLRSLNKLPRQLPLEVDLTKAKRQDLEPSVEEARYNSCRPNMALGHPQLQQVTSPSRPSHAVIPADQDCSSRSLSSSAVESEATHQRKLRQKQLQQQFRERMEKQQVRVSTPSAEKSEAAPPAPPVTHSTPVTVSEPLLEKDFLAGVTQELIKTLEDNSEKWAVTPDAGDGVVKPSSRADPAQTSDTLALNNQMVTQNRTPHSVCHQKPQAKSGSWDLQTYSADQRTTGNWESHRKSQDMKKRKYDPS
# FN deposition inh – fibronectin deposition inhibition; AH1F fibroblasts, Alexa488-fibronectin deposition fluorescence, overnight; inhibition, % at 12.6 µM; actives 0.086% (n = 350,000); AID 743247;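 active = mean inhibition across replicates of 30% or more, regardless of how many single replicates reach that level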;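 note: positive control wells lacked labelled fibronectin entirely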
#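 test system = AH1F fibroblasts assembling fluorescent fibronectin matrix | quantity = 10000 AH1F cells per well | buffer or medium = DMEM plus 2% serum, read in PBS | doses = single dose, pinned | incubation = 1 h cell attachment, overnight exposure to compound and label | detection = fluorescence at 485 nm excitation, 525 nm emission | read-out basis = inhibition from reduced deposited-fibronectin fluorescence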
# XiGFP reactiv – X-chromosome reactivation activator. activation, % at 7.58 µM. AID 743238. XiGFP mouse fibroblasts, % GFP-positive cells imaging, 3 d; cells co-treated with 5-aza-dC sensitizer; scaled so ellipticine positive control = 100%. actives 0.055% (n = 360,000);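 active = mean normalized replicate activation at least 10% and every replicate at or above 10%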;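 note: 0% = median of on-plate neutral control wells and 100% = ellipticine 6 µM median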
#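 material = 68-5-11 XiGFP fibroblast line | medium = DMEM plus 5-aza-dC sensitizer | schedule = 3 days compound exposure | benchmarks = positive control ellipticine, 6 µM final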
# E-selectin induc – induces E-selectin expression in human endothelial cells; HUVEC E-selectin immunofluorescence imaging; normalized: neutral wells 0, TNF-alpha wells 100; activation, % at 7.58 µM; actives 0.37% (n = 260,000); AID 686992;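 active = mean E-selectin-positive cell signal at least 10% of the positive control, reached in at least 60% of replicates, without over 20% cell loss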;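 note: in these data hits start at about 27%; measured in HUVEC primary endothelial cells; signal is the percent of cells scored E-selectin positive by PE staining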
#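 Assay system: HUVEC primary endothelial cells. Input: 3,000 HUVEC seeded per well. Doses: one compound dose added by pin transfer. Read-out basis: % PE-positive cells. Benchmarks: TNF-alpha high, DMSO low. Detection: immunofluorescence imaging. Buffer or medium: EGM-2, gelatin.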
# esBAF inh – SWI/SNF esBAF complex inhibition | mouse ES cells, Bmi1-luciferase knock-in reporter, 24 h; 100% = twice the neutral-well signal | reporter increase, % at 12.5 µM | actives 2% (n = 350,000) | AID 602393; in the data active = activation above about 40%;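 note: 0% = median of the plate's neutral control wells and 100% = double that signal; a rise in the Bmi1 reporter signal indicates esBAF inhibition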
# S100A4 MyoIIA – inhibitors of human S100A4 binding to myosin IIA peptide; S100A4/TAMRA-MyoIIA peptide fluorescence polarization; actives 0.14% (n = 360,000); inhibition, % at 10.7 µM; P26447;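 active = mean inhibition of at least 70% across replicates, with every replicate also reaching that level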
# Target sequence (P26447 whole entry, looked up): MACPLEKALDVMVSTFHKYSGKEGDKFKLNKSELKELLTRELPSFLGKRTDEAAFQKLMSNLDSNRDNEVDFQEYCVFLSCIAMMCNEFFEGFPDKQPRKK
#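 Test system – S100A4 monomer (human) · Compound – single-point compound testing · Schedule – 5 min incubation before reading · Probe or stimulus – TAMRA-labelled myosin IIA heavy-chain peptide probe, 5 nM · Benchmarks – neutral control DMSO, positive control TFP · Medium – Calcium-containing HEPES buffer, pH 7.2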
# RAD54 branch – blocks human RAD54 Holliday junction branch migration | Q92698 | FAM/BHQ fluorescence | inhibition, % at 10.4 µM | actives 0.14% (n = 360,000);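 active = mean normalized replicate activity at least 40 and at least half of replicates scoring 40 or more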;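 note: 0% = median of neutral control wells and 100% = median of positive control wells; inhibitors cause a drop in the FAM fluorescence signal; in these data hits start at about 50%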
# EWS-Fli inh – inhibitors of EWS/Fli oncoprotein transcriptional activity; A673 NR0B1-luciferase reporter, viability-normalised; inhibition, % at 12.6 µM; actives 0.67% (n = 350,000); AID 651661;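 active = mean inhibition of at least 50% after viability correction, with every replicate also passing that limit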;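 note: firefly luciferase signal divided by Alamar Blue viability fluorescence both relative to DMSO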
# Numbers without * were called inactive; / = not tested or not shown.
1: COc1ccc(CN2C[C@H](O)COC[C@@H]3O[C@@H](CC(=O)N4CCc5ccccc5C4)CC[C@H]32)cc1
2: CO[C@H]1CC[C@@H]2CCN(C)C(=O)[C@H](C)N(C)C(=O)c3cc(C#N)ccc3OC[C@@H]1O2
3: Cc1ccc(-n2nnc(-c3cccnc3Cl)n2)cc1
4: CCCS(=O)(=O)N1CCN(C(=O)COc2ccc(-c3ccccc3)cc2)CC1
5: C[C@@H]1CN([C@@H](C)CO)S(=O)(=O)c2ccc(C#CC3CCCC3)cc2O[C@@H]1CN(C)S(C)(=O)=O
6: COC(=O)[C@]12C[C@H](CC(=O)N3CCC(c4ccccc4)CC3)C(=O)N(Cc3ccc4c(c3)OCO4)C1=C[C@H](COCc1ccccc1)O[C@@H]2C
7: CCc1ccccc1NC(=O)C1CCN(C(=O)c2cccs2)CC1
8: CC(C)c1ccc(NNC(=O)C2CCC2)cc1
entry no.,1,2,3,4,5,6,7,8
RAD52 anneal inh,0,-11,-10,/,13,-5,-9,2
FN deposition inh,-6,-14,-7,4,/,14,2,1
XiGFP reactiv,0.1,-0.1,0.0,/,-1.1,0.1,0.3,-0.1
E-selectin induc,-0.1,-0.1,0.1,-0.1,-0.5,-0.2,0.0,0.0
esBAF inh,9,-3,-8,9,11,/,10,1
S100A4 MyoIIA,5,-12,49,/,-23,1,-23,5
RAD54 branch,0,-4,5,17,-2,/,3,/
EWS-Fli inh,8,-4,-2,/,14,4,1,-3

9: O=C(O)CCC(=O)NNc1nc(-c2ccccc2)c2cc(Cl)ccc2n1
10: O=C(COC(=O)c1ccc(Cl)cc1O)NCCN1C(=O)CSC1=O
11: COc1ccc2c3c([nH]c2c1)[C@@H](CO)NCC31CCN(C(=O)C2CCCC2)CC1
12: O=C(Cc1ccc([N+](=O)[O-])cc1)OCc1ccc([N+](=O)[O-])cc1
13: C[C@@H](NC(=O)c1nc[nH]c1C(=O)OCc1ccccc1)c1ccccc1
14: CCOC(=O)C1CCN(C(=O)c2[nH]c(C(F)(F)F)nc2-c2ccccc2)CC1
15: COc1ccc(OC)c(N2C(=O)CC(NNC(=O)c3ccc4c(c3)OCO4)C2=O)c1 (configuration not stated)
16: COCC#Cc1cnc2c(c1)C(=O)N([C@H](C)CO)C[C@@H](C)[C@H](CN(C)S(C)(=O)=O)O2
entry no.,9,10,11,12,13,14,15,16
RAD52 anneal inh,-7,-22,-71,-10,/,-12,2,-10
FN deposition inh,1,-2,/,-2,2,-3,-4,/
XiGFP reactiv,0.0,-0.3,0.5,0.0,0.0,0.0,-0.2,-0.1
E-selectin induc,-0.1,0.2,-0.1,/,-0.1,-1.7,-1.8,-0.2
esBAF inh,-3,/,/,-9,1,-7,-1,0
S100A4 MyoIIA,1,8,0,-4,/,-3,-9,17
RAD54 branch,7,/,/,/,-1,3,-3,-12
EWS-Fli inh,11,4,5,0,20,3,1,4

17: Cc1ccc(-c2cc(C(=O)Nc3ccncc3)c3ccccc3n2)cc1
18: Cc1cc(C)cc(NC(=O)Cn2c(=O)oc3cc(S(=O)(=O)N4CC(C)CC(C)C4)ccc32)c1 (configuration not stated)
19: CN1CCCC(CC2c3ccccc3Sc3ccccc32)C1 (configuration not stated)
20: CN1CCN(C(=O)CN(C)S(=O)(=O)c2cc(Cl)ccc2Cl)CC1
21: CCOC(=O)c1ccc(NC(=O)CN2CCN(C(=O)c3ccco3)CC2)cc1
22: Cc1ccccc1-c1ccccc1[C@H]1[C@@H](C#N)N(C(=O)c2ccccc2)[C@H]1CO
23: CCCCn1c(N)c(N(CCC(C)C)C(=O)C2CC(=O)N(c3ccc4c(c3)OCCO4)C2)c(=O)[nH]c1=O (configuration not stated)
24: COc1ccc(OC)c(S(=O)(=O)N2CCCC(C(=O)N3CCOCC3)C2)c1 (configuration not stated)
entry no.,17,18,19,20,21,22,23,24
RAD52 anneal inh,-39,-56,27,-8,-16,15,-23,-3
FN deposition inh,4,4,-16,-3,-5,-6,-9,-1
XiGFP reactiv,0.2,0.1,0.4,0.2,0.0,0.0,0.1,0.2
E-selectin induc,/,1.2,2.1,/,12,-0.1,0.2,/
esBAF inh,-4,-29,3,-1,-2,/,-9,-1
S100A4 MyoIIA,-9,1,-4,1,0,4,-1,-3
RAD54 branch,/,5,4,6,0,/,-3,-7
EWS-Fli inh,-15,1,6,-7,7,20,2,1

25: Cc1cc(C)c2nc(N3CCN(C(=O)c4cccs4)CC3)sc2c1
26: Cc1cccc(Nc2ccc(NCc3ccccc3)nn2)c1
27: Cn1cc(S(=O)(=O)N2CCCC2)cc1C(=O)O
28: O=C(Cn1cc(S(=O)(=O)N2CCN(c3ccccc3F)CC2)c2ccccc2c1=O)NCCCN1CCCCCC1
29: O=C(NCC1CCCCC1)[C@@H]1[C@@H](CO)[C@@H]2Cn3c(ccc(C4=CCCCC4)c3=O)[C@H]1N2
30: O=C(NCc1ccc(F)cc1)c1cc(C2CCCCN2C(=O)C2CCCCC2)on1 (configuration not stated)
31: CC=Cc1ccc2n(c1=O)C[C@@H]1[C@@H](CO)[C@H](C(=O)NCCCN(C)C)[C@H]2N1Cc1nccs1 (mixture of isomers)
32: O=C1NC[C@@H](CCCCN2C[C@H](Cc3ccc(O)cc3)N(CCC3CCCCC3)C(=O)C2=O)N(CCC2CCCCC2)C1=O
entry no.,25,26,27,28,29,30,31,32
RAD52 anneal inh,-12,4,-18,-28,-1,-19,5,-4
FN deposition inh,2,0,3,-2,/,15,/,-2
XiGFP reactiv,-0.1,0.0,0.2,0.0,0.0,-0.1,0.4,0.1
E-selectin induc,/,0.0,-0.7,-0.8,0.0,0.6,0.0,0.1
esBAF inh,/,15,-6,/,6,10,/,/
S100A4 MyoIIA,-9,1,-8,-3,7,-7,4,3
RAD54 branch,-17,4,3,/,-1,2,/,/
EWS-Fli inh,-10,-32,-2,-7,-11,8,-8,-3

33: CC1CC(O)(CC(O)(c2ccccc2)c2ccccc2)C(C)CN1C (configuration not stated)
34: N#C[C@@H]1[C@@H](c2ccccc2-c2ccccc2)[C@H](CO)N1C(=O)Cc1cccnc1
35: CN1CCN(CCCN(Cc2ccco2)C(=S)Nc2ccc(Cl)cc2)CC1
36: O=C(c1ccc[nH]c1=S)N1CCN(S(=O)(=O)c2ccc(Br)cc2Cl)CC1
37: COc1ccc(S(=O)(=O)N(C)C[C@@H]2OCCCC[C@@H](C)Oc3ccc(NC(=O)CCC(F)(F)F)cc3C(=O)N([C@H](C)CO)C[C@@H]2C)cc1
38: O=[N+]([O-])c1ccc2nc(CCCO)[nH]c2c1
39: C[C@@H]1CN([C@@H](C)CO)C(=O)c2cc(/C=C/c3ccccc3)cnc2O[C@@H]1CN(C)C(=O)c1ccncc1
40: O=C(N/N=C\c1cc(Br)cs1)c1ccncc1
entry no.,33,34,35,36,37,38,39,40
RAD52 anneal inh,4,0,-8,-6,-7,-5,3,-12
FN deposition inh,18,4,5,-12,/,-2,/,2
XiGFP reactiv,-0.1,0.2,-0.1,0.0,-0.1,0.0,0.8,0.0
E-selectin induc,1.0,0.3,3.2,/,-0.1,/,0.5,2.5
esBAF inh,-6,/,/,/,5,/,3,-3
S100A4 MyoIIA,9,-9,5,3,-2,-14,-7,3
RAD54 branch,-4,/,/,-9,1,/,1,/
EWS-Fli inh,10,4,7,0,-9,-7,1,-4

# Just esBAF inh, EWS-Fli inh and RAD54 branch, for some of the entries so far:
No.	SMILES	esBAF inh	EWS-Fli inh	RAD54 branch
4	CCCS(=O)(=O)N1CCN(C(=O)COc2ccc(-c3ccccc3)cc2)CC1	9	/	17
12	O=C(Cc1ccc([N+](=O)[O-])cc1)OCc1ccc([N+](=O)[O-])cc1	-9	0	/
40	O=C(N/N=C\c1cc(Br)cs1)c1ccncc1	-3	-4	/

# Carrying on.
41: Cc1nc2c(=O)n(C)c(=O)n(C)c2nc1Cl
42: CCCCn1c(N)c(N(CC(C)C)C(=O)CN(C)S(=O)(=O)c2ccc(NC(C)=O)cc2)c(=O)[nH]c1=O
43: Cn1cnc2c(N/N=C/c3cccs3)ncnc21
44: CCCCNC(=O)c1nc(C2CCN(S(=O)(=O)c3ccccc3C(F)(F)F)CC2)oc1-c1cccc(C(F)(F)F)c1
45: CC(C)C[C@H]1COc2cccc(N3CCSCC3)c2S(=O)(=O)N1
46: CC(C)CC1C(=O)N(Cc2cn(CCC3OCCCO3)nn2)CCS(=O)(=O)N1Cc1ccc(-c2ccncc2)cc1 (configuration not stated)
47: COc1ccc(-c2oc3ccc(N4CCOCC4)cc3c2C#CCO)cc1
48: C[C@H]1CN([C@@H](C)CO)C(=O)c2cc(NC(=O)CCN3CCOCC3)ccc2O[C@@H]1CN(C)Cc1ccccc1
entry no.,41,42,43,44,45,46,47,48
RAD52 anneal inh,8,0,-15,-12,-6,-14,-8,4
FN deposition inh,-8,4,6,-5,11,13,6,/
XiGFP reactiv,1.5,0.3,0.0,-0.1,0.0,0.0,0.1,0.2
E-selectin induc,/,/,/,0.1,3.5,-0.5,0.3,0.6
esBAF inh,/,3,/,-8,/,3,2,2
S100A4 MyoIIA,1,-2,39,-3,10,3,-1,2
RAD54 branch,/,-1,8,-4,/,6,-15,-3
EWS-Fli inh,59*,-7,-35,6,-1,-2,31,3

49: CC1(C(=O)NS(=O)(=O)c2cccs2)CCN1C(=O)c1cccc(F)c1 (configuration not stated)
50: COc1ccccc1C(=O)NC1CCN(C(=S)NCCc2ccccc2)CC1
51: C[C@H](CO)N1C[C@H](C)[C@H](CN(C)S(=O)(=O)c2cn(C)cn2)Oc2ccc(NC(=O)C3CCCCC3)cc2C1=O
52: CC1(C(=O)NS(=O)(=O)Cc2cccc(Cl)c2)CCN1C(=O)C1(c2ccc(Cl)cc2)CC1 (configuration not stated)
53: CCc1ccc(NC(=O)C(=O)c2ccccc2NC(C)=O)cc1
54: O=C(NNc1nc2c(F)cc(F)cc2s1)C1=COCCO1
55: CCCC#Cc1cnc2c(c1)C(=O)N([C@@H](C)CO)C[C@@H](C)[C@H](CN(C)Cc1ccc3c(c1)OCO3)O2
56: Cc1cc(C(=O)N/N=C/c2c(C)nn(-c3ccccc3)c2Cl)n[nH]1
entry no.,49,50,51,52,53,54,55,56
RAD52 anneal inh,-5,-6,2,-7,-11,11,21,-2
FN deposition inh,-1,11,4,-2,8,/,/,1
XiGFP reactiv,0.0,0.0,0.1,0.1,0.2,-0.1,0.4,0.3
E-selectin induc,/,5.4,0.0,0.1,4.1,/,-0.3,0.0
esBAF inh,0,/,3,4,27,/,3,52*
S100A4 MyoIIA,-4,2,16,-5,11,-6,12,-8
RAD54 branch,8,/,4,10,3,/,-3,-6
EWS-Fli inh,8,-5,1,-7,-87,8,17,-30

# One compound at a time (already shown). Order of values: RAD52 anneal inh	FN deposition inh	XiGFP reactiv	E-selectin induc	esBAF inh	S100A4 MyoIIA	RAD54 branch	EWS-Fli inh
# Results for Cc1ccccc1-c1ccccc1[C@H]1[C@@H](C#N)N(C(=O)c2ccccc2)[C@H]1CO → 15	-6	0.0	-0.1	/	4	/	20
# Results for COc1ccc(OC)c(S(=O)(=O)N2CCCC(C(=O)N3CCOCC3)C2)c1 (configuration not stated) → -3	-1	0.2	/	-1	-3	-7	1
